Pf Dd2 inh = blocks growth of Plasmodium falciparum Dd2 parasites. P. falciparum Dd2 growth, SYBR Green, 72 h; hits give low values. activity change, % at 10 µM. 94,000 compounds, 2.3% hits. AID 1159554; in the data active = activity change below about -80%; inconclusive = no clear call, values can overlap the other calls
T cruzi growth = T. cruzi proliferation inhibition | AID 624255 | 77,000 compounds, 5.9% hits | inhibition, % at 8.34 µM | T. cruzi beta-gal in NIH3T3, GalScreen luminescence, 90 h;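 active = mean inhibition above about 93%, with at least 55% of replicates each passing it, limit read from the data, passing the limit was not always enough; inconclusive = only one of those two conditions holds; inactive = neither condition holds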
GASC1 inh = KDM4C (human) demethylase inhibition; Q9H3R0; GST-KDM4C 2-372, H3K9me3 peptide, LANCE TR-FRET; inhibition, % at 12.5 µM; 96,000 compounds, 0.15% hits;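 active = mean replicate inhibition above about 25%, with at least 55% of replicates also reaching it, limit read from the data, passing the limit was not always enough; inconclusive = only one of those two conditions met; inactive = neither condition met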
Target sequence (Q9H3R0 2-372 limits assumed): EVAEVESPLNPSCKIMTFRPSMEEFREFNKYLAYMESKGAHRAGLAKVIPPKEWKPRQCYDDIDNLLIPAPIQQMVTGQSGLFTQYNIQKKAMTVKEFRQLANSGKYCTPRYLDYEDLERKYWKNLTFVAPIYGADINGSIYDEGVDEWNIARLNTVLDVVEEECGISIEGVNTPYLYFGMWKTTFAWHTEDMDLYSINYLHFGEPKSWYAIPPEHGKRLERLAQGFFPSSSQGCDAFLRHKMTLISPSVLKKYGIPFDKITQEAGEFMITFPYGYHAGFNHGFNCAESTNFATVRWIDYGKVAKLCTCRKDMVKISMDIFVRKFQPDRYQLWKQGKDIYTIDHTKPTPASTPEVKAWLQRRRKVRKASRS
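System: N-terminal GST-fused human GASC-1 (KDM4C) fragment, residues 2-372; amount: enzyme final amount 10 nM; incubation: reaction 30 min RT, detection step 1 h RT; medium: HEPES buffer, pH 7.5, plus ascorbate; technique: LANCE TR-FRET, Eu antibody, ULight-streptavidin, EDTA, ex 340 nm, em 618/671 nm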
C diff HTS = C. difficile growth inhibition; Clostridium difficile clinical isolate growth, OD600, 24 h; hits give low values; 86,000 compounds, 0.25% hits; AID 1259249; growth activity, negative = inhibition, % at 16 µg/mL (by protocol);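 active = mean growth activity at or below -80% and every replicate also at or below -80%; inconclusive = mean at or below -80% but some replicate above -80%; inactive = mean growth activity above -80%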;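 also: 0% = DMSO wells and -100% = levofloxacin 16 µg/mL wells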
Starred values were filed as active, the others as inactive; ? = inconclusive; / = not tested or not shown; & = joins results of further samples. Hits appear at their usual frequency; 7.3% or so of the library scored in one or more.

1: C[C@@H]1CN([C@H](C)CO)C(=O)c2cccc(NC(=O)Nc3ccccc3)c2O[C@@H]1CN(C)Cc1ccccc1
2: C[C@@H]1CN([C@@H](C)CO)C(=O)c2cc(NC(=O)c3ccncc3)ccc2O[C@@H]1CN(C)C(=O)Nc1ccc(F)cc1
3: Cc1ccc(S(=O)(=O)N(C)C[C@H]2Oc3c(NC(=O)c4ccncc4)cccc3C(=O)N([C@@H](C)CO)C[C@H]2C)cc1
4: C[C@H](CO)N1C[C@H](C)[C@H](CN(C)Cc2ccccn2)Oc2ncc(-c3cccc(F)c3)cc2C1=O
5: COc1ccc2c3c(n(C)c2c1)[C@@H](CO)N(Cc1ccc(Cl)cc1)CC31CCN(C(=O)NC(C)C)CC1
Compound,1,2,3,4,5
Pf Dd2 inh,-16,4,-21,21,-69
T cruzi growth,26,-7,75,/,/
GASC1 inh,-0.2,2.1,-2.7,-0.1,-1.4
C diff HTS,-2,4,-9,-3,-3

6: Cc1ccccc1S(=O)(=O)NCC[C@@H]1CC[C@H](NC(=O)C2CCCCC2)[C@@H](CO)O1
7: CCCNC(=O)N(C)C[C@H]1Oc2cc(C#CC(C)(C)O)ccc2S(=O)(=O)N([C@@H](C)CO)C[C@H]1C
8: CO[C@@H]1CN(C)C(=O)c2cc(NC(C)=O)ccc2OC[C@@H](C)N(CCC(F)(F)F)C[C@@H]1C
9: C[C@@H]1CN([C@@H](C)CO)C(=O)c2cccc(NS(=O)(=O)c3ccc(Cl)cc3)c2O[C@H]1CN(C)C(=O)NC1CCCCC1
10: O=C(C[C@H]1C[C@@H]2c3cc(NC(=O)c4ccc5c(c4)OCO5)ccc3O[C@@H]2[C@@H](CO)O1)NC1CCCCC1
Compound,6,7,8,9,10
Pf Dd2 inh,7,26,4,7,-36
T cruzi growth,-31,9,7,16,10
GASC1 inh,0.0,-1.1,12,0.7,2.3
C diff HTS,2,-3,/,10,/

11: C[C@@H]1CCCCO[C@H](CN(C)S(=O)(=O)c2cccs2)[C@@H](C)CN([C@H](C)CO)C(=O)c2cc(NS(=O)(=O)c3cccs3)ccc2O1
12: C[C@@H]1CN([C@@H](C)CO)C(=O)c2cccc(NC(=O)c3ccc(-c4nccs4)cc3)c2O[C@H]1CN(C)Cc1ccc(Oc2ccccc2)cc1
13: CN1c2ccc(-c3ccc(F)cc3)cc2[C@H]2[C@H](CCN2C(=O)Cc2cccnc2)[C@@H]1CO
14: COc1ccc(-c2ccc([C@@H]3[C@H]4CN(Cc5ccccc5)CC(=O)N4[C@H]3CO)cc2)cc1
15: OC[C@@H]1[C@H](c2ccc(C#Cc3ccccc3)cc2)[C@@H]2CN(Cc3cncnc3)CCCCN12
Compound,11,12,13,14,15
Pf Dd2 inh,-28,-71,-13,-48,-4
T cruzi growth,-33,80,107*,/,112*
GASC1 inh,0.2,-5.9,0.8,-1.4,-1.3
C diff HTS,-1,/,-3,-1,-8

16: COCC(=O)Nc1ccc2c(c1)C(=O)N(C)C[C@@H](OC)[C@H](C)CN(Cc1cccnc1)[C@@H](C)CO2
17: O=C(NC1CCC1)[C@H]1[C@H](CO)[C@H]2Cn3c(ccc(-c4ccccc4F)c3=O)[C@@H]1N2C(=O)CC1CC1
18: COc1ccccc1C#Cc1ccc2c(c1)[C@H]1[C@H](CCN1S(=O)(=O)c1ccc(C)cc1)[C@H](CO)N2
19: C[C@@H]1CCCCO[C@@H](CN(C)C(=O)CCCN(C)C)[C@H](C)CN([C@H](C)CO)C(=O)c2cc(NC(=O)Cc3ccccc3)ccc2O1
20: C[C@@H]1CN([C@@H](C)CO)C(=O)c2cc(NC(=O)c3ccccc3)ccc2O[C@@H](C)CCCCO[C@@H]1CN(C)CC1CCCCC1
Compound,16,17,18,19,20
Pf Dd2 inh,15,-5,-47,14,-32
T cruzi growth,-2,8,-2,39,25
GASC1 inh,1.2,-2.0,-1.4,1.2,5.1
C diff HTS,/,0,1,1,0

21: O=C(NC1CCCC1)N1CC(=O)N2[C@H](C1)[C@@H](c1ccc(-c3ccc(F)cc3)cc1)[C@@H]2CO
22: C[C@@H]1CN([C@@H](C)CO)C(=O)c2cc(-c3ccc(F)cc3)cnc2O[C@H]1CN(C)Cc1ccccn1
23: O=C(Cc1ccncc1)N1CC(=O)N2[C@@H](CO)[C@H](c3ccc(Br)cc3)[C@@H]2C1
24: C[C@H]1CN([C@@H](C)CO)C(=O)CCCn2nncc2CO[C@H]1CN(C)C(=O)Nc1cccc2ccccc12
25: C[C@H](CO)N1C[C@H](C)[C@H](CN(C)C(=O)c2ccncc2)Oc2cc(C3=CCCCC3)ccc2S1(=O)=O
Compound,21,22,23,24,25
Pf Dd2 inh,-11,-16,56,4,-30
T cruzi growth,/,-57,/,-22,77
GASC1 inh,0.7,2.0,21,/,0.3
C diff HTS,-7,3,-2,1,5

26: COc1ccc2c3c(n(C)c2c1)[C@@H](CO)N(C(=O)Nc1ccc(F)cc1)CC31CN(S(=O)(=O)c2cccc(C)c2)C1
27: Cc1cccc(-c2ccc([C@H]3[C@H](CO)N4C(=O)CN(C(=O)CN5CCOCC5)C[C@@H]34)cc2)c1
28: C[C@H](CO)N1C[C@H](C)[C@@H](CN(C)C(=O)CC2CC2)Oc2ncc(C#Cc3cccnc3)cc2C1=O
29: C[C@@H]1CN([C@@H](C)CO)C(=O)c2cc(NC(=O)C3CCCCC3)ccc2O[C@@H](C)CCCCO[C@@H]1CN(C)C(=O)Nc1ccccc1
30: O=C(CC(F)(F)F)N1C[C@H]2[C@@H](c3ccccc31)[C@@H](CO)N2C(=O)C1CCCC1
Compound,26,27,28,29,30
Pf Dd2 inh,-27,-17,-3,-78,-9
T cruzi growth,/,/,55,3,19
GASC1 inh,-0.4,0.0,-0.7,0.8,0.8
C diff HTS,-16,-6,1,0,-3

31: C[C@@H]1CN([C@H](C)CO)C(=O)c2cc(/C=C/c3ccccc3)cnc2O[C@H]1CN(C)C(=O)NC1CCCCC1
32: COCC#Cc1cnc2c(c1)C(=O)N([C@@H](C)CO)C[C@H](C)[C@@H](CN(C)C(=O)Cc1ccccc1)O2
33: COC(=O)[C@H]1[C@H](CO)[C@H]2Cn3c(ccc(-c4ccncc4)c3=O)[C@H]2N1CC1CCCC1
34: CCCN(C)C[C@H]1Oc2cc(/C=C/c3ccccc3)ccc2S(=O)(=O)N([C@H](C)CO)C[C@H]1C
35: CO[C@@H]1CN(C)C(=O)c2cc(NC(=O)Nc3ccccc3F)ccc2OC[C@H](C)N(Cc2ccccc2C(=O)O)C[C@H]1C
Compound,31,32,33,34,35
Pf Dd2 inh,-79&-80,-3,5,-72,35
T cruzi growth,90,34,/,/,/
GASC1 inh,-1.1,-1.0,1.4,-2.7,-1.4
C diff HTS,-1&4,-2,-3,1,/

For convenience, some entries already given:
26: COc1ccc2c3c(n(C)c2c1)[C@@H](CO)N(C(=O)Nc1ccc(F)cc1)CC31CN(S(=O)(=O)c2cccc(C)c2)C1
27: Cc1cccc(-c2ccc([C@H]3[C@H](CO)N4C(=O)CN(C(=O)CN5CCOCC5)C[C@@H]34)cc2)c1
28: C[C@H](CO)N1C[C@H](C)[C@@H](CN(C)C(=O)CC2CC2)Oc2ncc(C#Cc3cccnc3)cc2C1=O
29: C[C@@H]1CN([C@@H](C)CO)C(=O)c2cc(NC(=O)C3CCCCC3)ccc2O[C@@H](C)CCCCO[C@@H]1CN(C)C(=O)Nc1ccccc1
30: O=C(CC(F)(F)F)N1C[C@H]2[C@@H](c3ccccc31)[C@@H](CO)N2C(=O)C1CCCC1
31: C[C@@H]1CN([C@H](C)CO)C(=O)c2cc(/C=C/c3ccccc3)cnc2O[C@H]1CN(C)C(=O)NC1CCCCC1
32: COCC#Cc1cnc2c(c1)C(=O)N([C@@H](C)CO)C[C@H](C)[C@@H](CN(C)C(=O)Cc1ccccc1)O2
Compound,26,27,28,29,30,31,32
Pf Dd2 inh,-27,-17,-3,-78,-9,-79&-80,-3
T cruzi growth,/,/,55,3,19,90,34
GASC1 inh,-0.4,0.0,-0.7,0.8,0.8,-1.1,-1.0
C diff HTS,-16,-6,1,0,-3,-1&4,-2

33: COC(=O)[C@H]1[C@H](CO)[C@H]2Cn3c(ccc(-c4ccncc4)c3=O)[C@H]2N1CC1CCCC1
34: CCCN(C)C[C@H]1Oc2cc(/C=C/c3ccccc3)ccc2S(=O)(=O)N([C@H](C)CO)C[C@H]1C
35: CO[C@@H]1CN(C)C(=O)c2cc(NC(=O)Nc3ccccc3F)ccc2OC[C@H](C)N(Cc2ccccc2C(=O)O)C[C@H]1C
Compound,33,34,35
Pf Dd2 inh,5,-72,35
T cruzi growth,/,/,/
GASC1 inh,1.4,-2.7,-1.4
C diff HTS,-3,1,/

Next section.
36: CC=Cc1ccc2n(c1=O)C[C@@H]1[C@@H](CO)[C@H](C(=O)NCC)N(C(=O)c3cccnc3)[C@H]21 (mixture of isomers)
37: COc1ccc(NC(=O)Nc2cccc3c2O[C@H](CN(C)C)[C@@H](C)CN([C@@H](C)CO)C3=O)cc1
38: C[C@@H]1CCCCO[C@@H](CN(C)C(=O)Nc2ccc3c(c2)OCO3)[C@H](C)CN([C@H](C)CO)C(=O)c2cc(NS(=O)(=O)c3ccc(F)cc3)ccc2O1
39: N#C[C@@H]1[C@@H](c2ccc(C3=CCCC3)cc2)[C@@H](CO)N1S(=O)(=O)c1ccccc1
40: Cc1ccc(S(=O)(=O)N[C@H]2CC[C@@H](CCNS(=O)(=O)Cc3ccccc3)O[C@H]2CO)cc1
Compound,36,37,38,39,40
Pf Dd2 inh,3,-11,-10,-38,-21
T cruzi growth,-23,/,44,37,-16
GASC1 inh,0.8,1.4,0.4,0.3,-1.2
C diff HTS,1,1,/,9,-2

41: C[C@@H]1CN([C@@H](C)CO)C(=O)c2cc(NC(=O)NC3CCCCC3)ccc2O[C@H]1CN(C)S(=O)(=O)c1cn(C)cn1
42: C[C@@H]1CN([C@H](C)CO)S(=O)(=O)c2ccc(C#Cc3ccc(F)cc3)cc2O[C@@H]1CN(C)S(=O)(=O)c1cn(C)cn1
43: O=C(Nc1ccccc1F)N[C@H]1CC[C@@H](CCNC(=O)C2CCC2)O[C@@H]1CO
44: C[C@@H]1CCCCO[C@@H](CN(C)Cc2ccc(Cl)c(Cl)c2)[C@H](C)CN([C@H](C)CO)C(=O)c2cc(NS(=O)(=O)c3cccs3)ccc2O1
45: Cc1ccc(S(=O)(=O)Nc2ccc3c(c2)CC(=O)N([C@@H](C)CO)C[C@@H](C)[C@@H](CN(C)Cc2ccc(-c4ccccc4)cc2)O3)cc1
Compound,41,42,43,44,45
Pf Dd2 inh,5,-23,19,-74,-1
T cruzi growth,20,90,/,?,89
GASC1 inh,-1.3,-2.3,0.4,-0.9,-0.1
C diff HTS,-6,-6,1,-6,4

46: C[C@@H]1CCCCO[C@H](CN(C)C)[C@@H](C)CN([C@H](C)CO)C(=O)c2cc(NS(=O)(=O)c3ccc(F)cc3)ccc2O1
47: Cc1ccc(S(=O)(=O)N(C)C[C@H]2Oc3ccc(NC(=O)Cc4cn(C)c5ccccc45)cc3C(=O)N([C@H](C)CO)C[C@@H]2C)cc1
48: Cc1ccc(S(=O)(=O)N(C)C[C@@H]2OCCCC[C@@H](C)Oc3ccc(NC(=O)NC(C)C)cc3C(=O)N([C@@H](C)CO)C[C@H]2C)cc1
49: C[C@H](CO)N1C[C@H](C)[C@H](CN(C)S(=O)(=O)c2ccc(Cl)cc2)Oc2c(NC(=O)Nc3ccc(F)cc3)cccc2C1=O
50: C[C@@H]1CN([C@@H](C)CO)C(=O)Cc2cc(NC(=O)Cc3cn(C)c4ccccc34)ccc2O[C@H]1CN(C)Cc1ccc(C(=O)Nc2ccccc2N)cc1
51: CO[C@@H]1CN(C)C(=O)c2cc(NC(=O)Nc3c(C)noc3C)ccc2OC[C@H](C)N(C)C[C@@H]1C
52: CO[C@H]1CN(C)C(=O)c2cc(NC(=O)c3ccccc3)ccc2OC[C@H](C)N(C(=O)CN(C)C)C[C@H]1C
53: O=C(C1CCCCC1)N1C[C@H]2[C@@H](c3ccccc31)[C@@H](CO)N2CC1CCOCC1
Compound,46,47,48,49,50,51,52,53
Pf Dd2 inh,-16,-83*,-47,-38,-22,21,-3,-14
T cruzi growth,-16,26,-7,/,80,20,-14,51
GASC1 inh,18,-2.7,0.1,/,-0.7,3.3,1.2,0.2
C diff HTS,-1,-1,7,37,8,3,-3,-5
